# HCMV antiviral: qHTS Assay for inhibitors of the human cytomegalovirus (HCMV). HFF cells, HCMV-luciferase reporter, 72 h; hits give low values. activity change, negative = inhibition, % at 57.5 µM. 410,000 compounds, 4.5% hits. AID 1259415, 2018; in the data active means activity change below about -60%; inconclusive means no clear call, values can overlap the other calls; inactive means above about -39%
#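 Human foreskin fibroblasts infected with luciferase-reporter HCMV at MOI 1 PFU/cell, compounds at two doses. Luciferase measured 72 h post infection; normalized to buffer-only basal and Salinomycin (10uM) controls.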
# FBPA Giardia inh: qHTS Assay for Inhibitors of Fructose-1,6-bisphosphate Aldolase from Giardia Lamblia | Potency, µM (titrated, usually from 59.6 µM), for inactives: top-dose activity, negative = inhibition, actives largely listed as inhibitors | A8B2U2 | 290,000 compounds, 0.71% hits | purified Giardia FBPA; further: potency means the concentration at half of the fitted maximal effect; nearly all actives have a fitted effect of over 55% in size
# Target sequence (A8B2U2 whole entry, looked up): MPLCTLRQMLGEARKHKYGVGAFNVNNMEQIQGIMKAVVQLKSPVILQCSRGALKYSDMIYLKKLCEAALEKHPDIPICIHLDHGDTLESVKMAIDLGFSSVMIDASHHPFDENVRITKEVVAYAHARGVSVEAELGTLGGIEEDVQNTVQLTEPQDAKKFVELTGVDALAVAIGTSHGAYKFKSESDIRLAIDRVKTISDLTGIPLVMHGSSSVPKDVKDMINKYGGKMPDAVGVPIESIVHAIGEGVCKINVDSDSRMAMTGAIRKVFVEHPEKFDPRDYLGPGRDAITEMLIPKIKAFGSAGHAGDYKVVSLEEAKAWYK
#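 Giardia FBPA (40 nM reagent) was preincubated 10 min at RT with compound (up to 57.5 uM final), then substrate plus GAPDH/TPI/NAD/arsenate coupling system with diaphorase/resazurin was added; resorufin fluorescence (525/598 nm) was read after 20 min.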
# AmpC inh detg: qHTS Inhibitors of AmpC Beta-Lactamase (assay with detergent); 370,000 compounds, 0.041% hits; AmpC hydrolysis of nitrocefin, absorbance 480 nm, 0.01% Triton; Potency, µM (doses to about 114 µM), inactives show top-dose activity change, negative = inhibition, usual class: inhibitors;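 further: potency means the concentration at half of the fitted maximal effect; 0% = no-compound wells and -100% = no-enzyme wells; nearly all actives have a fitted effect of over 25% in size; some results filed as inactive show a strong effect at the top dose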
# Target sequence (P00811 whole entry, looked up): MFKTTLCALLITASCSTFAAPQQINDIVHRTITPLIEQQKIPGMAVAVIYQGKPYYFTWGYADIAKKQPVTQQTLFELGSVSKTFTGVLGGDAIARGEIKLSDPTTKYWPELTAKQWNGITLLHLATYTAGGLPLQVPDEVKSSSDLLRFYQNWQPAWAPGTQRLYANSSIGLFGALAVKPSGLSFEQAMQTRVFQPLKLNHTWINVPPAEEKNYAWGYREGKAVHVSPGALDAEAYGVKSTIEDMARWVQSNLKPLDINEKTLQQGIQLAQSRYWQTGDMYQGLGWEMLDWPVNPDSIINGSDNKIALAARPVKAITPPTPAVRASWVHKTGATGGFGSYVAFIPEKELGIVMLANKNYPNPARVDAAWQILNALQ
#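 AmpC (5.3 nM in the dispensed reagent) in 20 mM phosphate pH 7.0 with 0.01% (detergent screen) or 0.0001% Triton X-100 was preincubated with compounds for 15 min at room temperature. Nitrocefin was then added from an 800 uM solution, and hydrolysis was followed at 480 nm.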
# Sm TGR inh: qHTS Assay for the Inhibitors of Schistosoma Mansoni Peroxiredoxins. Schistosoma mansoni thioredoxin glutathione reductase (TGR), Q962Y6. purified TGR, DTNB reduction, TNB absorbance 405 nm. Potency, µM (highest dose often 114 µM), without a hit: top-dose activity change, negative = inhibition, actives largely listed as inhibitors. 360,000 compounds, 3% hits. AID 485364, 2010; further: potency means the concentration at half of the fitted maximal effect; nearly all actives have a fitted effect of over 60% in size
#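 First, TGR (20 nM dispensed) and NADPH were mixed with compound. Second, a 15 min room-temperature incubation followed. Third, further NADPH and then DTNB were added to start the reaction. Finally, TNB absorbance was monitored kinetically.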
# AmpC inh no detg: qHTS Inhibitors of AmpC Beta-Lactamase (assay without detergent); P00811; AmpC nitrocefin hydrolysis, absorbance 480 nm, 0.0001% Triton; Potency, µM (highest dose often 57.1 µM), inactives show at the highest dose activity change, negative = inhibition, hits mostly inhibitors; 330,000 compounds, 0.52% hits; AID 485341, 2010;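 further: potency means the concentration at half of the fitted maximal effect; plate controls were no compound for no effect and no enzyme for full effect; nearly all actives have a fitted effect of over 20% in size; some results filed as inactive show a strong effect at the top dose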
#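 AmpC (5.3 nM in the dispensed reagent) in 20 mM phosphate pH 7.0 with 0.01% (detergent screen) or 0.0001% Triton X-100 was preincubated with compounds for 15 min at room temperature. Nitrocefin was then added from an 800 uM solution, and hydrolysis was followed at 480 nm.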
# AMA1-RON2 inh: qHTS for Inhibitors of AMA1-RON; Towards Development of Antimalarial Drug Lead: Primary Screen; Plasmodium falciparum AMA1 (3D7) - RON2 peptide interaction; AlphaScreen AMA1-biotinylated RON2 peptide binding; Potency, µM (top dose mostly 58.2 µM), for the others: at the top dose activity change, negative = inhibition, hits mostly inhibitors; 360,000 compounds, 0.2% hits; AID 720542, 2013;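 further: potency means the concentration at half of the fitted maximal effect; 0% = vehicle wells and -100% = peptide control; nearly all actives have a fitted effect of over 45% in size; some results filed as inactive show a strong effect at the top dose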
#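 AMA1 (3D7) with his tag at 25 nM final met compounds first, then biotinylated RON2 peptide at 25 nM; detection used donor plus acceptor beads, 10 µg/mL apiece, read by AlphaScreen after 30 min at room temperature.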
# An asterisk follows results filed as active; ? = inconclusive; / = no result given; [ ] = remark or other dose. Unless noted, the call rests on the fitted dose curve; in most records, active means well fitted curve in the direction sought with a large enough effect; inconclusive means small, poorly fitted or top-dose-only effect, or another doubt; inactive means no such curve, though single readings can be large; an effect the other way counts as inactive or inconclusive. Unless noted, on the % scale 0 is the no-effect control and ±100 the full control effect.
SMILES,HCMV antiviral,FBPA Giardia inh,AmpC inh detg,Sm TGR inh,AmpC inh no detg,AMA1-RON2 inh
Cc1cc(C)cc(OCC(O)CN2CC(C)OC(C)C2)c1 (stereo unspecified),25.0,?,-8.7%,-30.7%,15.8%,-15.3%
COCc1c(C(=O)OCC(=O)NCCc2ccc(S(N)(=O)=O)cc2)oc2ccccc12,1.8,/,5.0%,-1.0%,-23.1%,8.9%
CC1CCN(C(=O)/C(=C\c2cccs2)NC(=O)c2ccccc2)CC1,18.1,-10.5%,-1.3%,3.98µM*,-48.2%,-10.4%
Cc1cc(NCc2ccc(Cl)cc2)n2cnnc2n1,-15.8,/,8.4%,0.4%,/,/
COc1ccc(Cl)cc1NC(=S)NNC(=O)CC(C)C,27.1,-3.4%,?,7.0%,-37.2%,44.6%[activator]
COC(=O)CCC(=O)Nc1c(C)n(C)n(-c2ccccc2)c1=O,-37.4,-2.2%,5.4%,/,-3.7%,0.5%
Cc1ccc(CC(=O)Nc2cc(C)on2)cc1,/,1.1%,-6.4%,-1.1%,-5.2%,1.4%
NNC(=S)Nc1ccc(S(=O)(=O)N2CCCCC2)cc1,-5.0,2.0%,2.0%,-25.3%,?,79.6%[activator]
COc1ccc(NC(=O)c2ccc(-c3nn(C)c(=O)c4ccccc34)cc2)cc1C(N)=O,-27.7,0.5%,-2.9%,13.8%,-7.5%,0.0%
O=C(c1ccc(-n2cncn2)c([N+](=O)[O-])c1)N1CCN(S(=O)(=O)c2ccccc2Br)CC1,-20.1,/,0.0%,0.1%,36.1%,-5.4%
CN(C(=O)NC1CC(=O)N(c2ccc3c(c2)OCCO3)C1)c1ccccc1 (stereo unspecified),-12.8,/,?,-9.3%,-1.5%,-1.4%
COC(=O)C1C(=O)C(C(=O)c2ccccc2)C(=O)CC1(C)C (stereo unspecified),35.5,12.9%,-3.1%,3.4%,-15.3%,3.7%
COc1cccc(CN(C)C(=O)C23CC4CC(CC(NC(C)=O)(C4)C2)C3)c1OC,-26.5,/,1.1%,3.2%,-22.4%,0.0%
N=c1c(C(=O)NCCc2ccccc2)cc2c(=O)n3ccccc3nc2n1Cc1ccco1,?,6.6%,?,-4.1%,3.0%,-6.5%
CC(=O)Nc1cccc(C(=O)N2CCN(Cc3ccccc3)CC2)c1,84.6,18.0%,9.0%,-3.6%,-8.6%,-5.2%
CCCCN(C(=O)C1CCC1)c1c(N)n(CC(C)C)c(=O)[nH]c1=O,-39.2,/,-15.1%,-4.2%,-12.2%,0.0%
O=C(NCCOc1ccccc1Cl)c1ncn[nH]1,6.3,2.9%,1.9%,14.3%,-32.1%,7.9%
O=C(CCc1ccccc1)NC1(Cc2ccccc2)CCN(CCc2cccs2)C1=O (stereo unspecified),-8.7,/,0.1%,-9.5%,32.4%,0.7%
O=C(O)C1(P(=O)(c2ccccc2)c2ccccc2)CCC1,5.3,6.3%,-7.6%,0.6%,-1.6%,1.3%
CCN(C(=O)CSc1ccc2ccccc2n1)C1CCS(=O)(=O)C1 (stereo unspecified),?,8.9%,?,-1.8%,-13.6%[11.4 µM],4.1%
CN(C)C(=O)N1CCC(C(=O)N2CCCC(C(=O)c3ccc(C(C)(C)C)cc3)C2)CC1 (stereo unspecified),?,8.7%,0.4%,2.8%,197.0%[activator],-4.0%
CN(C)c1cc(-c2ccc(Cl)cc2)oc(=O)c1Cl,55.3,-13.2%,-0.7%,-21.2%,-27.4%,8.5%
Cc1cc(C)cc(N2C(=O)CC(n3ccnc3)C2=O)c1 (stereo unspecified),47.9,2.3%,-3.6%,-33.1%,/,8.3%
CC(=O)N(Cc1cc2ccccc2[nH]c1=O)c1ccc(C)cc1,21.5,0.8%,?,6.2%,-12.0%,-1.7%
CCOc1ccc(C(C)=O)cc1Cn1nc(C(=O)O)c2ccccc2c1=O,40.0,-9.3%,-17.6%,-9.5%,9.9%,2.7%
CCOC(=O)c1c(N)sc(C(=O)Nc2ccccc2F)c1C,96.6,-6.1%,4.9%,/,-15.3%,-6.4%
Cc1ccccc1Cn1nc(C)c(NC(=O)c2cc(-c3cccs3)on2)c1C,/,-6.6%,-8.3%,0.0%,9.3%,8.7%
Cc1nn(C(C)C(=O)NCc2ccco2)c(C)c1[N+](=O)[O-] (stereo unspecified),-22.2,1.8%,1.5%,-19.4%,-16.9%,-2.5%
CCOc1ccc(-c2nc(CN(Cc3ccccc3)C[C@@H]3CCC(=O)N3)c(C)o2)cc1,35.4,-18.9%,0.0%,-9.9%,49.7%[activator],-4.4%
CCN(CC(=O)Nc1c(F)cccc1F)C(=O)Cn1[nH]c(=O)c2ccccc2c1=O,0.0,/,-4.7%,-8.1%,-5.9%,-10.0%
CCCCn1nc(C(=O)Nc2ccc(-n3cnnn3)cc2)c2ccccc2c1=O,-14.5,/,3.9%,-6.7%,-30.8%,0.6%
COc1cc(/C=N/NC(=O)C2(O)c3ccccc3-c3ccccc32)ccc1O,-8.3,7.3%,5.8%,-2.7%,-25.5%,-15.6%
Cc1nnc(SCC(=O)NC2CCS(=O)(=O)C2)n1-c1ccccc1 (stereo unspecified),2.4,4.8%,-0.5%,-2.9%,-7.2%,-8.5%
CCCn1c(N2CCN(S(=O)(=O)Cc3ccccc3)CC2)nc2ccccc21,50.0,11.8%,-0.9%,37.8%[activator],-24.3%,0.0%
NCCSc1c(-c2ccccc2)[nH]c2ccccc12,-18.3,4.3%,-1.1%,17.9%,-13.0%,30.6%[activator]
CCOC(=O)C1=C(COC(=O)/C=C/c2ccccc2F)NC(=O)NC1C (stereo unspecified),/,/,?,-2.9%,-2.2%,11.9%
COc1cc(S(=O)(=O)Nc2ccc(C)cc2)ccc1N=Cc1c(C)[nH]n(-c2ccccc2)c1=O,?,0.0%,-2.0%,0.1%,-6.6%,51.5%[activator]
COc1ccc(N2CCN(C3CCCN(C(=O)CN4CCCCC4=O)C3)CC2)cc1 (stereo unspecified),-30.2,18.1%,-7.4%,-9.4%,-1.3%,3.1%
CCn1c(=O)c2sccc2n2c(CCC(=O)Nc3ccc(OC)cc3OC)nnc12,-6.0,/,12.9%,11.1%,/,/
COC(=O)CCCC(=O)Nc1c(F)c(F)c(F)c(F)c1F,-14.3,5.8%,3.2%,0.8%,-12.1%,-2.6%
Cc1ccc(NC(=S)NNC(=O)Cn2nc(C(F)F)cc2C(F)F)cc1,-34.7,9.7%,?,2.4%,-19.2%,47.1%[activator]
C=C(C)c1cccc(C(C)(C)NC(=O)NC2CN3CCC2CC3)c1 (stereo unspecified),12.2,14.7%,2.5%,-3.6%,20.3%,0.0%
COc1ccccc1NC(=O)C(C)N(C)CCOc1ccccc1 (stereo unspecified),-14.6,13.9%,-10.0%,-2.1%,3.3%,5.7%
COc1ccc(OC)c(NC(=O)C2=C(C)C(=O)OC23CCCCCC3)c1,-18.7,/,7.3%,6.5%,/,/
O=C(NCCc1ccccc1)C(=O)NC1CCCCC1,-12.1,4.5%,?,-2.7%,-9.0%,3.4%
NC(=O)COC(=O)[C@H](Cc1ccccc1)NS(=O)(=O)c1ccc2c(c1)OCCO2,-1.2,/,?,-0.5%,-2.8%,-12.6%
O=C(O)CCC(=O)NNC(=O)CCCOc1ccc(Cl)cc1Cl,?,2.4%,-7.6%,0.0%,-7.8%,10.6%
CC(=O)N1CCN(C(=O)c2ccc(NS(=O)(=O)c3ccc4[nH]c(=O)[nH]c4c3)cc2)CC1,-17.8,/,-10.5%,-4.6%,-10.4%,8.7%

# An excerpt of these results, field by field.
COc1cc(/C=N/NC(=O)C2(O)c3ccccc3-c3ccccc32)ccc1O
- HCMV antiviral = -8.3
- FBPA Giardia inh = 7.3%
- AmpC inh detg = 5.8%
- Sm TGR inh = -2.7%
- AmpC inh no detg = -25.5%
- AMA1-RON2 inh = -15.6%

Cc1nnc(SCC(=O)NC2CCS(=O)(=O)C2)n1-c1ccccc1 (stereo unspecified)
- HCMV antiviral = 2.4
- FBPA Giardia inh = 4.8%
- AmpC inh detg = -0.5%
- Sm TGR inh = -2.9%
- AmpC inh no detg = -7.2%
- AMA1-RON2 inh = -8.5%

CCCn1c(N2CCN(S(=O)(=O)Cc3ccccc3)CC2)nc2ccccc21
- HCMV antiviral = 50.0
- FBPA Giardia inh = 11.8%
- AmpC inh detg = -0.9%
- Sm TGR inh = 37.8%[activator]
- AmpC inh no detg = -24.3%
- AMA1-RON2 inh = 0.0%

NCCSc1c(-c2ccccc2)[nH]c2ccccc12
- HCMV antiviral = -18.3
- FBPA Giardia inh = 4.3%
- AmpC inh detg = -1.1%
- Sm TGR inh = 17.9%
- AmpC inh no detg = -13.0%
- AMA1-RON2 inh = 30.6%[activator]

# (more compounds)
SMILES,HCMV antiviral,FBPA Giardia inh,AmpC inh detg,Sm TGR inh,AmpC inh no detg,AMA1-RON2 inh
[O-][n+]1onc2c1C(N1CCOCC1)CCC2N1CCOCC1 (stereo unspecified),31.5,-1.5%,3.1%,-3.4%,-30.6%,-2.0%
Cc1cc(C(F)F)n2nc(C(=O)Nc3ccccc3F)nc2n1,-5.9,-0.6%,-4.2%,1.6%,-18.8%,-6.9%
Cc1[nH]c2ccccc2c1SCC(=O)Nc1nccs1,-14.0,-5.5%,-0.4%,-4.8%,-45.3%,-27.6%
OCCN1CCOCCN(CCO)CCOCC1,-92.1*,-7.8%,-12.9%,-18.9%,-25.7%,5.0%
COC(=O)c1ccc(C(=O)OC)c(NC2=NS(=O)(=O)c3ccccc32)c1,38.1,6.3%,1.1%,9.1%,-17.3%,7.3%
O=C(N/N=C/c1cccnc1)c1ccco1,23.4,3.8%,3.1%,-4.2%,-12.0%,26.1%
COc1ccc(CNC(=O)Cn2ccc3cc(S(=O)(=O)N4CCCCC4)ccc32)cc1OC,-3.0,/,9.1%,-1.6%,/,/
COc1cc(C(=O)N2CCN(C(=O)c3ccco3)CC2)c([N+](=O)[O-])cc1OC,19.2,2.5%,-4.5%,-15.9%,-15.3%,8.1%
CCC1CCCCN1CCN1C(=O)C2C(C(=O)Nc3ccc(OC)cc3)C3C=CC2(O3)C1C(=O)NC1CCCCC1 (stereo unspecified),?,-13.6%,-6.9%,-19.0%,25.6%,-11.0%
O=C(Cc1ccccc1)Nc1ccc2oc(=O)ccc2c1,19.9,-0.7%,3.8%,0.0%,-27.8%,-8.2%

# Random draw from the library (roughly 7.8% active in at least one column).
